Screens deposited in PubChem BioAssay by National Center for Advancing Translational Sciences (NCATS).
PLK1 PBD inh: PLK1 (human) polo-box domain binding inhibition | AID 720504 | Plk1 PBD binding of FITC phosphopeptide, fluorescence polarization | Potency, µM, inactives show max response, negative = inhibition, hits mostly inhibitors | actives 2.8% (n = 360,000); note: potency is the fitted concentration of half-maximal effect; series mostly up to about 57 µM; % is set by controls: 0 for no effect and ±100 for the full control effect; nearly all actives have a fitted effect of over 65% in size
EPAC1 antagonist: antagonists of human EPAC1; actives 0.14% (n = 360,000); O95398; EPAC1 GEF assay, Rap1b-BODIPY-GDP exchange fluorescence; AID 720709; Potency, µM (titrated, usually from 115 µM), without a hit: top-dose activity change, negative = inhibition, actives largely listed as inhibitors;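 note: potency is the fitted concentration of half-maximal effect; plate controls were vehicle for no effect and positive control for full effect; nearly all actives have a fitted effect of over 50% in size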
Target sequence (O95398 whole entry, looked up): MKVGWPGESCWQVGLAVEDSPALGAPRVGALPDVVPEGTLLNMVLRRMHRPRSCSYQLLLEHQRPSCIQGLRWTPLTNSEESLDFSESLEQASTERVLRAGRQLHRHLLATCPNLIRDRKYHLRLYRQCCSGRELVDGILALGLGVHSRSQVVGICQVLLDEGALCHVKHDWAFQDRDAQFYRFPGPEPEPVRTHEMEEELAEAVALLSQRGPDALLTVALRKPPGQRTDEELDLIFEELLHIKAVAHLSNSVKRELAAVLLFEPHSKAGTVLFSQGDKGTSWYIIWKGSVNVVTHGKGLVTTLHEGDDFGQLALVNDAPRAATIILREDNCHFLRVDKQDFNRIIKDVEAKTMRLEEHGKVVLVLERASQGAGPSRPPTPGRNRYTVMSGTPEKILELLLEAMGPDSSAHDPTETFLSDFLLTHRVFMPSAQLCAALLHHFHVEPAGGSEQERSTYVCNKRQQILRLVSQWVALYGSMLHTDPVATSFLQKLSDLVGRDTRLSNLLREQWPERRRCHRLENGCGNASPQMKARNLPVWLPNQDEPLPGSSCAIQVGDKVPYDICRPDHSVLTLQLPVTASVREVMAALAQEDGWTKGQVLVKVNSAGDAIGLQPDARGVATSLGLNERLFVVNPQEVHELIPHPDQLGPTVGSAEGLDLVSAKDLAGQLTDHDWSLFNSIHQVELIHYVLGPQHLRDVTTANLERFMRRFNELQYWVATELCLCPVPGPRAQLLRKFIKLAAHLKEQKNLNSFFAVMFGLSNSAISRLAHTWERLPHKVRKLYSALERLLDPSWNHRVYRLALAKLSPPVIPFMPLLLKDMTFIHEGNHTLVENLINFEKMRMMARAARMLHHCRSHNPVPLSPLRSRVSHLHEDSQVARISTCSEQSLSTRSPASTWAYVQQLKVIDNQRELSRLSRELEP
PTHR1 agonist: activates the human parathyroid hormone receptor PTHR1; Q03431; HEK293 GP2 PTHR1 cells, GloSensor cAMP luminescence, 1 h; Potency, µM (top dose mostly 115 µM), for inactives: at the top dose activation, actives largely listed as activators; actives 0.075% (n = 410,000); AID 743266; note: potency is the fitted concentration of half-maximal effect; nearly all actives have a fitted effect of over 55% in size; some results filed as inactive show a strong effect at the top dose; inactives centre near -15; many of its hits are not listed in these tables
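HEK-293-derived GP2 cells expressing PTHR1 and a GloSensor cAMP reporter, 3,000/well, plated overnight, given luciferin plus IBMX (each 0.5 mM as added) for 1 h at 37 °C, then compound for 1 h at 37 °C. Luminescence was read after 15 min at room temperature.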
PI5P4Ka inh: inhibitors of human PI5P4K alpha | P48426 | PI5P4Kalpha enzyme, ADP-Glo luminescence, 60 min; hits give low values | max response, % | actives 1.2% (n = 330,000); active = max response of -50% or lower; inconclusive = between -30% and -50%; inactive = -30% or higher; note: value at the top dose of about 77 µM; % is set by controls: 0 for no effect and ±100 for the full control effect
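ADP-Glo luminescence end-point after a 60 min room-temperature kinase reaction. PI5P4Kalpha and substrate in HEPES pH 7.4 buffer with EGTA, 0.1% CHAPS and 5% DMSO; ATP at 5 microM final.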
EPAC1 agonist: activates human EPAC1 exchange factor; EPAC1 agonist qHTS, biochemical assay; response scale: 100% = response to 6.5 mM cAMP; Potency, µM (series often up to 154 µM), for inactives: top-dose activation, usual class: activators; actives 0.073% (n = 360,000); AID 720707; note: potency is the fitted concentration of half-maximal effect; nearly all actives have a fitted effect of over 60% in size
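Normalized to 6.5 mM cAMP, activity reflects EPAC1-catalysed release of BODIPY-GDP from Rap1B, followed kinetically over 30 min at 480 nm excitation, 540 nm emission. Reaction contained 100 nM EPAC1, 250 nM Rap1B-BODIPY-GDP, 50 uM GDP.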
GLP1R ag: agonists of human GLP-1 receptor | P43220 | actives 0.007% (n = 380,000) | HEK293 GLP-1R CRE-luciferase, luminescence, 4-6 h; cells express a hypersensitive GLP-1R form | Potency, µM (top dose mostly 45.6 µM), without a hit: at the top dose activation, hits mostly activators; note: potency is the fitted concentration of half-maximal effect; % of control where 0% means no effect
HEK293 tox: cytotoxic in the GLP-1 receptor inverse agonist counter-screen. HEK293 cAMP-luciferase reporter cells, luminescence, 24 h. Potency, µM (series often up to 38.3 µM), for inactives: at the highest dose activity change, negative = inhibition, usual class: inhibitors. actives 0.13% (n = 410,000);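 note: loss of luciferase light is scored as toxicity; potency is the fitted concentration of half-maximal effect; % is set by controls: 0 for no effect and ±100 for the full control effect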
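Step one: seed cells (200 cells/uL, DMEM with 10% Nu serum, 1% pen-strep). Step two: 12-hour incubation at 37 deg C. Step three: pin 23 nL compound, incubate 24 hr. Step four: add luciferase reagent, read luminescence 12 min later.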
IL2 activator: IL-2 activation. IL-2 activation reporter assay, cell-based qHTS; stimulated with anti-CD3/CD4/CD28 beads; in transgenic mouse T cells. actives 0.065% (n = 360,000). AID 652025. activation, % (series mostly up to about 46 µM); in the data active = activation above about 50%; inconclusive = mostly about 30% to 49%; note: 0% is about no effect
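First, unstimulated transgenic mouse T cells were exposed to compound for 60 min. Next, anti-CD3/anti-CD4-coated beads with anti-CD28 were added. Finally, after 18 h at 37 degrees C, EGFP and DsRed were imaged.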
GLP1R inv ag: acts as inverse agonist at human GLP-1 receptor; P43220; HEK293 GLP-1R CRE-luciferase, luminescence, 24 h; GLP-1R form is constitutively active; Potency, µM (doses to about 38.3 µM), without a hit: at the highest dose activity change, negative = inhibition, most hits filed as inhibitors; actives 1.6% (n = 410,000); note: potency is the fitted concentration of half-maximal effect; % is set by controls: 0 for no effect and ±100 for the full control effect; nearly all actives have a fitted effect of over 55% in size
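Readout was luciferase luminescence, measured 12 min after detection reagent at room temperature. Beforehand, GLP-1R reporter HEK293 cells had sat 12 h, then received compounds for 24 hr at 37 deg C.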
Numbers without * were called inactive; [ ] = dose if it differs, or a comment. Unless noted, calls come from the whole dose curve; as a rule, active = well fitted curve in the direction sought with a large enough effect; inconclusive = small, poorly fitted or top-dose-only effect, or another doubt; inactive = no such curve, though single readings can be large; an effect the other way counts as inactive or inconclusive. Only part of the results is shown (hit frequency here may not be typical).

Results for COc1ccc(C(C#N)(CCC#N)CCC#N)cc1OC ?
PLK1 PBD inh: -1%; EPAC1 antagonist: 12%; PTHR1 agonist: inactive; PI5P4Ka inh: 0; EPAC1 agonist: -1%; GLP1R ag: -5%; HEK293 tox: 0%; IL2 activator: -1.6; GLP1R inv ag: 10%

How did CCn1cc(C(=O)NCCc2ccc(Cl)cc2)c(=O)c2ccc(C)nc21 do in these assays?
PLK1 PBD inh: -4%; EPAC1 antagonist: 3%; PTHR1 agonist: inactive; PI5P4Ka inh: 2; EPAC1 agonist: 5%; GLP1R ag: 1%; HEK293 tox: 4%; IL2 activator: 0.4; GLP1R inv ag: -8%

Results for Cc1ccc(CSc2nnc3ccc(-c4ccncc4)nn23)cc1 ?
PLK1 PBD inh: -1%; EPAC1 antagonist: -1%; PTHR1 agonist: inactive; PI5P4Ka inh: 0; EPAC1 agonist: 0%; GLP1R ag: 8%; HEK293 tox: -1%; IL2 activator: -4.1; GLP1R inv ag: 66%[activator]

Results for CC(=O)Nc1ccc(S(=O)(=O)Nc2cccc(-c3csc(C)n3)c2)cc1 ?
PLK1 PBD inh: 7%; EPAC1 antagonist: 2%; PTHR1 agonist: -12%; PI5P4Ka inh: 1; EPAC1 agonist: 0%; GLP1R ag: 3%; HEK293 tox: -7%; IL2 activator: -2.9; GLP1R inv ag: 21%

Results for O=c1ccc(-c2ccc(S(=O)(=O)Nc3ccc(F)cc3)s2)n[nH]1 ?
PLK1 PBD inh: -8%; EPAC1 antagonist: inconclusive; PTHR1 agonist: inactive; PI5P4Ka inh: -1; EPAC1 agonist: 9%; GLP1R ag: -5%; HEK293 tox: -13%; IL2 activator: -0.5; GLP1R inv ag: 33%[activator]

Results for O=C(Nc1cccc(S(=O)(=O)NC2=NCCC2)c1)c1ccccc1OC(F)F ?
PLK1 PBD inh: -10%; EPAC1 antagonist: 5%; PTHR1 agonist: -5%; PI5P4Ka inh: 1; EPAC1 agonist: 6%; GLP1R ag: 0%; HEK293 tox: 6%; IL2 activator: 2.3; GLP1R inv ag: 0%

What do the screens show for `COC(=O)c1ccccc1NC(=O)c1cc2ncc(Br)cn2n1`?
PLK1 PBD inh: -8%; EPAC1 antagonist: -1%; PTHR1 agonist: inactive; PI5P4Ka inh: inconclusive; EPAC1 agonist: 5%; GLP1R ag: -15%; HEK293 tox: 1%; IL2 activator: 11; GLP1R inv ag: 1%

Results for CCCCOC(=O)C1=C(C)N(C)C(=O)NC1c1cc2c(cc1Br)OCO2 (stereo not drawn) ?
PLK1 PBD inh: -10%; EPAC1 antagonist: -16%; PTHR1 agonist: -15%; PI5P4Ka inh: 0; EPAC1 agonist: 5%; GLP1R ag: -4%; HEK293 tox: -12%; IL2 activator: -0.2; GLP1R inv ag: inconclusive

What do the screens show for `CCOC(=O)c1oc2ccccc2c1CSc1nnnn1-c1ccccc1`?
PLK1 PBD inh: -4%; EPAC1 antagonist: 3%; PTHR1 agonist: -16%[57.5 µM]; PI5P4Ka inh: 9; EPAC1 agonist: 15%; GLP1R ag: 2%; HEK293 tox: 1%; IL2 activator: -0.9; GLP1R inv ag: 0%

Results for COc1cc(C2CC(c3cccnc3)=NN2c2ccc(F)cc2)cc(OC)c1OC (stereo not drawn) ?
PLK1 PBD inh: -7%; EPAC1 antagonist: -8%; PTHR1 agonist: inactive; PI5P4Ka inh: 5; EPAC1 agonist: 4%; GLP1R ag: -4%; HEK293 tox: 53%[activator]; IL2 activator: -0.2; GLP1R inv ag: 14%

Results for CCC1C(O)=C(c2ccccn2)C(=N)N1c1ccccc1 (stereo not drawn) ?
PLK1 PBD inh: -13%; EPAC1 antagonist: -12%; PTHR1 agonist: -2%[57.5 µM]; EPAC1 agonist: 9%; GLP1R ag: 1%; HEK293 tox: 2%; IL2 activator: -1.0; GLP1R inv ag: -8%

What do the screens show for `Cc1cc(Cl)c(OCCOCCN2CCN(C)CC2)c(Br)c1`?
PLK1 PBD inh: 2%; EPAC1 antagonist: -2%; PTHR1 agonist: inactive; PI5P4Ka inh: -3; EPAC1 agonist: 1%; GLP1R ag: 12%; HEK293 tox: -16%; IL2 activator: -2.6; GLP1R inv ag: inconclusive

How did O=C(CSc1nc2ccccc2n1-c1ccccc1)NCC1CCCO1 (stereo not drawn) do in these assays?
PLK1 PBD inh: 0%; EPAC1 antagonist: -15%; PTHR1 agonist: -4%[57.5 µM]; PI5P4Ka inh: 3; EPAC1 agonist: 5%; GLP1R ag: 0%; HEK293 tox: 20%; IL2 activator: -0.7; GLP1R inv ag: -21%

How did CCCCOc1ccc(C(=O)N(Cc2ccco2)C2CCS(=O)(=O)C2)cc1 (stereo not drawn) do in these assays?
PLK1 PBD inh: inconclusive; EPAC1 antagonist: -1%; PTHR1 agonist: -16%; PI5P4Ka inh: -1; EPAC1 agonist: -5%; GLP1R ag: 5%; HEK293 tox: -20%; IL2 activator: -2.9; GLP1R inv ag: inconclusive

What do the screens show for `CC1(C(=O)Nc2ccccc2F)CCN1C(=O)Cc1ccc(-c2ccccc2)cc1` (stereo not drawn)?
PLK1 PBD inh: -5%; EPAC1 antagonist: -10%; PTHR1 agonist: -51%; PI5P4Ka inh: 24; EPAC1 agonist: 25%; GLP1R ag: 1%; HEK293 tox: -1%; IL2 activator: 0.1; GLP1R inv ag: inconclusive

What do the screens show for `CN1CCN(NC(=O)Nc2ccc(Br)cc2Cl)CC1`?
PLK1 PBD inh: -1%; EPAC1 antagonist: -19%; PTHR1 agonist: inactive; PI5P4Ka inh: 9; EPAC1 agonist: -2%; GLP1R ag: -3%; HEK293 tox: 18%; IL2 activator: 0.4; GLP1R inv ag: inconclusive

How did CCCCNCCOCCOc1ccc(Cl)cc1Br do in these assays?
PLK1 PBD inh: -8%; EPAC1 antagonist: -1%; PTHR1 agonist: -20%; PI5P4Ka inh: 16; EPAC1 agonist: 6%; GLP1R ag: 1%; HEK293 tox: -20%; IL2 activator: -5.7; GLP1R inv ag: -6%

How did O=c1c2sccc2nc(SCc2ccc([N+](=O)[O-])cc2)n1Cc1ccccn1 do in these assays?
PLK1 PBD inh: -6%; EPAC1 antagonist: -5%; PTHR1 agonist: -36%[inhibitor]; PI5P4Ka inh: 1; EPAC1 agonist: 16%; GLP1R ag: 2%; HEK293 tox: 21%; IL2 activator: -3.3; GLP1R inv ag: inconclusive

What do the screens show for `CCOC(=O)[C@]12CCCC=C1N(Cc1cccc3ccccc13)C(=O)[C@H](CC(=O)N1CCSCC1)C2`?
PLK1 PBD inh: -1%; EPAC1 antagonist: -4%; PTHR1 agonist: -13%; PI5P4Ka inh: 6; EPAC1 agonist: 10%; GLP1R ag: 2%; HEK293 tox: 0%; IL2 activator: 1.1; GLP1R inv ag: inconclusive

How did CCOC(=O)c1cnc(SCC(=O)Nc2ccc3c(c2)OCCO3)nc1N do in these assays?
PLK1 PBD inh: -1%; EPAC1 antagonist: -12%; PTHR1 agonist: inactive; PI5P4Ka inh: 6; EPAC1 agonist: 11%; GLP1R ag: 9%; HEK293 tox: -10%; IL2 activator: -0.2; GLP1R inv ag: 17%

What do the screens show for `CCOC(=O)c1c(C)[nH]c(C)c1S(=O)(=O)NCCc1ccco1`?
PLK1 PBD inh: -14%; EPAC1 antagonist: -1%; PTHR1 agonist: -29%; PI5P4Ka inh: -2; EPAC1 agonist: 6%; GLP1R ag: 10%; HEK293 tox: -9%; IL2 activator: -1.7; GLP1R inv ag: 10%

How did Cc1cc(C)cc(NC(=O)Cn2nnc(C(=O)NCc3cccs3)c2N)c1 do in these assays?
PLK1 PBD inh: 8%; EPAC1 antagonist: -17%; PTHR1 agonist: -83%[inhibitor]; PI5P4Ka inh: -2; EPAC1 agonist: -19%; GLP1R ag: -4%; HEK293 tox: inconclusive; IL2 activator: -1.8; GLP1R inv ag: inconclusive

What do the screens show for `CC(C)C(Sc1nc(-c2ccccc2)cc(-c2ccccc2)c1C#N)C(=O)O` (stereo not drawn)?
PLK1 PBD inh: 19µM*; EPAC1 antagonist: -17%; PTHR1 agonist: -20%; PI5P4Ka inh: -3; EPAC1 agonist: -6%; GLP1R ag: 3%; HEK293 tox: -9%; IL2 activator: 0.5; GLP1R inv ag: inconclusive

Results for CC(=O)N1CCN=C1SCc1ccc(Cl)cc1 ?
PLK1 PBD inh: -6%; EPAC1 antagonist: -5%; PTHR1 agonist: inactive; PI5P4Ka inh: 7; EPAC1 agonist: -3%; GLP1R ag: -6%; HEK293 tox: 5%; IL2 activator: -0.7; GLP1R inv ag: 22%

Results for O=C(NC(Cc1ccccc1)C(=O)O)/C(=C\c1ccco1)NC(=O)c1ccccc1Br (stereo not drawn) ?
PLK1 PBD inh: -10%; EPAC1 antagonist: 3%; PTHR1 agonist: inactive; PI5P4Ka inh: -5; EPAC1 agonist: -4%; GLP1R ag: -10%; HEK293 tox: -5%; IL2 activator: -0.2; GLP1R inv ag: 23%

What do the screens show for `Cc1cccc(N2CCN(C(=O)c3ccccc3NC(=O)C3=CSCCO3)CC2C)c1` (stereo not drawn)?
PLK1 PBD inh: 24µM*; EPAC1 antagonist: -1%; PTHR1 agonist: inactive; PI5P4Ka inh: -23; EPAC1 agonist: 5%; GLP1R ag: -5%; HEK293 tox: 3%; IL2 activator: -2.0; GLP1R inv ag: inconclusive

How did CCN(CC)CCCC(C)NC1=NCCCCC1 (stereo not drawn) do in these assays?
PLK1 PBD inh: -1%; EPAC1 antagonist: 6%; PTHR1 agonist: inactive; PI5P4Ka inh: 6; EPAC1 agonist: 0%; GLP1R ag: -2%; HEK293 tox: -1%; IL2 activator: -1.0; GLP1R inv ag: 1%
